# From PubChem
# pCIP destab – compounds decreasing mouse p/CIP protein stability; 0.01% of 290,000 active; F442A p/CIP-EGFP cells, EGFP fluorescence, 16 h; decrease of EGFP signal, % at 10 µM;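 active means EGFP signal decrease of at least 30% at 10 µM or well 3 SD below plate mean, unless failing retest; inactive means the rest, including hits failing retest or dose response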; further: some compounds called inactive have numbers as strong as hits; many of its hits are not listed in these tables
# IDE act – IDE (human) activation, cell-based. 0.073% of 340,000 active. AID 493087. HEK cells, FAbeta-B cleavage, fluorescence polarization; 0% vehicle, 100% cell-free pure enzyme wells. P14735. activation, % at 5.96 µM;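 active means activation above the mean of all tested compounds plus 3 SD, set per screening campaign, cut at about 17% in these data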
# Target sequence (P14735 whole entry, looked up): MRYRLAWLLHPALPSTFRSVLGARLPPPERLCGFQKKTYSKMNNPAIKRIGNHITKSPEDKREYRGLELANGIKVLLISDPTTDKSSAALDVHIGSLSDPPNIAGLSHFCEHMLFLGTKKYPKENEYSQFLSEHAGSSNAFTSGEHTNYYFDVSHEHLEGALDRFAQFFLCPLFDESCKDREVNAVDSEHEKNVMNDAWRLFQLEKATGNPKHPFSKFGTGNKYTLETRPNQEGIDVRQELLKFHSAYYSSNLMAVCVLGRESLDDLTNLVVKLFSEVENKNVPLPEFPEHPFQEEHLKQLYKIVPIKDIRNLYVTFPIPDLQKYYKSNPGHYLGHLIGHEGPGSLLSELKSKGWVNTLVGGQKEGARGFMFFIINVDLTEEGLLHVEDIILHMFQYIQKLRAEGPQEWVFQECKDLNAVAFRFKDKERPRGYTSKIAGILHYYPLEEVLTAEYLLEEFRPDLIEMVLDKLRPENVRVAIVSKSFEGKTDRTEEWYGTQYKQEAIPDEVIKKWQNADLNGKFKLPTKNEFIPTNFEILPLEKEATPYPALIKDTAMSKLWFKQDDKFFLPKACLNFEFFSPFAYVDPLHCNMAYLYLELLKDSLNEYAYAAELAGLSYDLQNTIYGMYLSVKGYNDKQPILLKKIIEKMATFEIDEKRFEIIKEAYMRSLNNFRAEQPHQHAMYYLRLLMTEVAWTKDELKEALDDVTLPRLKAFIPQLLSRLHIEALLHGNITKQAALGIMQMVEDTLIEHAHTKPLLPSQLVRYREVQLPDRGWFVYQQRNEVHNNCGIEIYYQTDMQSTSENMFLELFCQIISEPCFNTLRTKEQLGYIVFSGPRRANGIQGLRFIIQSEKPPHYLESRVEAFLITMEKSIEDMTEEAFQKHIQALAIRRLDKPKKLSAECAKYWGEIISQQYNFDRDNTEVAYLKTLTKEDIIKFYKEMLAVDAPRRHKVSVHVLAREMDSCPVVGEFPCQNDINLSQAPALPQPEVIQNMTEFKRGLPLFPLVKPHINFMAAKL
# PHOSPHO1 block – inhibitors of human PHOSPHO1 phosphatase | inhibition, % at 13.3 µM | AID 1565 | Q8TCT1 | 1.1% of 290,000 active | recombinant PHOSPHO1, absorbance phosphatase assay; in the data active means inhibition above about 60%
# CRFBP-R2 block – CRF-BP/CRF-R2 complex antagonism; HEK293 CRF-R2/CRF-BP, CRF-induced calcium fluorescence; inhibition, % at 11.8 µM; 0.59% of 350,000 active; AID 588475;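 active means inhibition of the ligand-induced calcium signal above about 50% at the single tested concentration, limit read from the data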
# CRFBP-R2 agonist – agonists of human CRF-binding protein/CRF-R2 receptor complex; HEK293 CRF-R2/CRF-BP, calcium dye fluorescence (FLIPR); percent of saturating CRF peptide response; activation, % at 13.2 µM; 0.46% of 350,000 active; AID 588473;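 active means activation of at least 50%, plus an integration ratio under a set limit after plate pattern correction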;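 further: plate controls were neutral control wells without compound for no effect and CRF at EC100 for full effect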
# GalR3 antagonist – human GalR3 antagonism. O60755. HEK293 GalR3-CNG cAMP membrane potential fluorescence; galR3 body fused to GalR1 C-terminus. inhibition, % at 3 µM. 0.44% of 360,000 active;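 active means inhibition above the screen-wide average plus 3 SD, cut at about 13% in these data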;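 further: forskolin and galanin both at EC90 stimulate the cells; cAMP rise reported by CNG channel membrane potential dye signal; 0% = forskolin plus galanin with DMSO and 100% = forskolin alone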
# CHRM4 PAM – CHRM4 positive allosteric modulation; P08173; CHO-K1 hM4/Gqi5, Fluo-8 calcium fluorescence, ACh EC20; 0% = ACh EC20, 100% = maximal ACh; activation, % at 3 µM; 0.4% of 360,000 active;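 active means activation above its plate's cutoff, the mean activation of sample wells plus 3 SD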; further: some results filed as inactive read as strong as hits
# IDE cell inh – inhibitors of human insulin-degrading enzyme in cells; P14735; inhibition, % at 5.59 µM; HEK cells, FAbetaB cleavage, fluorescence polarization; 0.41% of 320,000 active;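 active means percent inhibition above the average of all tested compounds plus 3 SD, set per screening campaign, cut at about 16% in these data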;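 further: IDE supplied by intact live HEK cells; FP after avidin binding of uncleaved biotin substrate so inhibition keeps polarization high; 0% = DMSO wells and 100% = 60 µM reference IDE inhibitor Ii1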
# MEKK3 PB1 HTS – modulators (inhibitors or enhancers) of MEK5 binding to human MEKK3 PB1 domain | bead-based flow cytometry, Alexa488-MEK5 binding to MEKK3; actives lie on both sides; 0 = blocked by unlabeled MEK5, 100 = vehicle | 1.4% of 290,000 active | binding response (% of control), % at 10 µM | Q99759;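 active means binding response more than 3 SD above or below the average of its plate-row segment, actives on both sides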;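 further: Alexa488 bead fluorescence after subtracting the streptavidin-only scavenger bead signal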
# Active calls of the source: *; / = no result given; & = joins results of further samples. The order is random. Share with any hit: about 4.2%.
# Every second line gives: pCIP destab | IDE act | PHOSPHO1 block | CRFBP-R2 block | CRFBP-R2 agonist | GalR3 antagonist | CHRM4 PAM | IDE cell inh | MEKK3 PB1 HTS
> CS(=O)(=O)N(Cc1ccc(C(=O)NN=C2CCCCCC2)cc1)c1ccccc1
    5 | 8 | 3 | 3 | -1.1 | -2 | 9 | 4 | 92
> COc1ccc(-n2nc(C(=O)NCC(=O)N3CCN(c4ccccc4)CC3)c3ccccc3c2=O)cc1OC
    2 | -3 | 0 | 4 | -2.2 | -6 | -11 | 2 | 102
> Clc1ccccc1C(c1ccccc1)(c1ccccc1)n1ccnc1
    -1 | 2 | -67 | -41 | 1.8 | 1 | -11 | 6 | 102&57
> CC(O)CNc1cnccn1 (configuration not stated)
    -4 | -2 | 8 | 6 | -0.1 | -5 | 10 | 1 | 100
> CCOC(=O)c1csc(NC(C)=O)n1
    0 | 3 | -7 | 3 | -0.6 | -3 | 4 | 1 | 96
> CN(NC1CC(=O)N(c2ccccc2)C1=O)c1ccccc1 (configuration not stated)
    2 | -5 | -4 | 4 | 4.3 | 5 | 2 | 11 | 94
> Cc1cc(C)n(C2CC(=O)N(c3ccc(Cl)c(Cl)c3)C2=O)n1 (configuration not stated)
    2 | 6 | -23 | -1 | 0.0 | 0 | -4 | 4 | 101
> COC(=O)Cn1c(CN(C)Cc2ccccc2)nc2c1c(=O)n(C)c(=O)n2C
    -17 | 0 | 19 | -2 | 2.1 | -6 | -3 | 0 | 103
> CC1CCN(S(=O)(=O)c2ccc3c(c2)N(CC(=O)NCCCN2CCCCC2)C(=O)CS3)CC1
    -6 | -1 | 18 | -12 | -1.6 | -11 | -4 | 5 | 104
> COc1cc(C#Cc2c(-c3cncn3C)n(C)c3ccc(-c4cnc(OC)nc4)cc23)cc(OC)c1
    / | 7 | / | 2 | -1.6 | -5 | -12 | -4 | /
> Cc1ccc(SCc2cc(=O)[nH]c(N3CCOCC3)n2)cc1
    -18 | -6 | -4 | -11 | -1.8 | -4 | 4 | 9 | 102
> O=c1cc(CSc2ccccn2)c2ccccc2[nH]1
    7 | -7 | -31 | -22 | 0.0 | 1 | 2 | 15 | 105
> COc1cccc(Nc2ccc(-n3ccnc3)nn2)c1
    4 | 2 | 24 | -13 | 1.3 | -7 | 9 | -3 | 101
> COc1ccc2nc(SCC(=O)NC3CCCC3)c(C)cc2c1
    6 | 2 | 6 | 39 | -3.5 | -8 | -2 | 10 | 97
> O=C(NCc1ccccc1)C(=O)NCC(c1ccco1)N1CCOCC1 (configuration not stated)
    -1 | 3 | -5 | 7 | 0.9 | / | 22 | 3 | 110
> CN(C)C(CNC(=S)Nc1ccc(Cl)cc1)c1cccnc1 (configuration not stated)
    -8 | 4 | -10 | 5 | -0.2 | -3 | 4 | 5 | 91
> Oc1ccc(/C=N/Nc2ccnc3cc(Cl)ccc23)cc1O
    -10 | -9 | 53 | -44 | 4.1 | -1 | 5 | 2 | 93
> COc1ccccc1C1CCN(Cc2ccccc2Cl)CC1
    -16 | 5 | 36 | -17 | -0.7 | 5 | 6 | 0 | 103
> COc1cccc(-c2nn(-c3ccc(C)cc3)cc2C(=O)N2CCc3cc(OC)c(OC)cc3C2)c1
    / | 1 | / | 2 | 1.3 | -1 | -9 | 2 | /
> Nc1cccc(Oc2ccc([N+](=O)[O-])cc2)c1
    8 | -2 | -3 | 4 | -1.9 | -2 | -6 | 2 | 101

# An excerpt of these results, field by field.
Cc1ccc(SCc2cc(=O)[nH]c(N3CCOCC3)n2)cc1
- pCIP destab: -18
- IDE act: -6
- PHOSPHO1 block: -4
- CRFBP-R2 block: -11
- CRFBP-R2 agonist: -1.8
- GalR3 antagonist: -4
- CHRM4 PAM: 4
- IDE cell inh: 9
- MEKK3 PB1 HTS: 102

O=c1cc(CSc2ccccn2)c2ccccc2[nH]1
- pCIP destab: 7
- IDE act: -7
- PHOSPHO1 block: -31
- CRFBP-R2 block: -22
- CRFBP-R2 agonist: 0.0
- GalR3 antagonist: 1
- CHRM4 PAM: 2
- IDE cell inh: 15
- MEKK3 PB1 HTS: 105

COc1cccc(Nc2ccc(-n3ccnc3)nn2)c1
- pCIP destab: 4
- IDE act: 2
- PHOSPHO1 block: 24
- CRFBP-R2 block: -13
- CRFBP-R2 agonist: 1.3
- GalR3 antagonist: -7
- CHRM4 PAM: 9
- IDE cell inh: -3
- MEKK3 PB1 HTS: 101

COc1ccc2nc(SCC(=O)NC3CCCC3)c(C)cc2c1
- pCIP destab: 6
- IDE act: 2
- PHOSPHO1 block: 6
- CRFBP-R2 block: 39
- CRFBP-R2 agonist: -3.5
- GalR3 antagonist: -8
- CHRM4 PAM: -2
- IDE cell inh: 10
- MEKK3 PB1 HTS: 97

# Following part.
# Every second line gives: pCIP destab | IDE act | PHOSPHO1 block | CRFBP-R2 block | CRFBP-R2 agonist | GalR3 antagonist | CHRM4 PAM | IDE cell inh | MEKK3 PB1 HTS
> CCCc1c(O)c2ccccc2[nH]c1=O
    -6 | -2 | 11 | 1 | -2.8 | -3 | 17 | -3 | 105
> Cc1oc(C(C)(C)C)cc1C(=O)NC1CCN(Cc2ccccc2)CC1
    1 | 12 | 3 | 1 | -0.7 | -4 | -5 | 4 | 100
> O=C(OCc1ccccn1)c1ccc(COc2ccccc2Cl)o1
    4 | 0 | 3 | 7 | 0.2 | -1 | 7 | -1 | 111
> Cn1cc(C(=O)NCc2cccs2)c(=O)c2cc(S(=O)(=O)N3CCCC3)ccc21
    -11 | -4 | -7 | -3 | -1.5 | -2 | 14 | 1 | 89
> CCOc1ccc(NC(=O)N(C2CCCC2)C2CCN(C(C)=O)CC2)cc1
    3 | 3 | -10 | 11 | -2.6 | 3 | -5 | -3 | 88
> O=C(NCC(=O)N(Cc1ccc(F)cc1)C(C(=O)NC1CCCC1)c1ccco1)c1ccco1 (configuration not stated)
    -6 | 3 | 6 | -9 | 0.5 | -8 | 3 | -3 | 94
> COc1cc2[nH]c(C(=O)N(C)C3CCS(=O)(=O)C3)cc2c(OC)c1OC (configuration not stated)
    -22 | 3 | 49 | 2 | -0.8 | -8 | 1 | 9 | 105
> COc1ccc(S(=O)(=O)Nc2ccccc2-c2nc3ccccc3[nH]c2=O)cc1
    6 | 1 | 16 | -7 | 0.7 | -10 | -2 | 3 | 99
> Cc1ccc2c(c1)C1CN(C)CCC1N2C(=S)NC(=O)c1ccc(Cl)cc1Cl (configuration not stated)
    -1 | 4 | 0 | 14 | -1.4 | -7 | -9 | -1 | 103
> Cc1cc(N2CCN(C)CC2)ccc1NC(=O)c1cccc(S(=O)(=O)N2CCc3ccccc3C2)c1
    1 | 1 | 8 | -5 | 1.8 | 2 | -15 | -9 | 105
> O=C(NC1CCC1)C1CCC(=O)N(Cc2cccc(F)c2)C1 (configuration not stated)
    -15 | 2 | 37 | -6 | 0.1 | -3 | 10 | / | 102
> O=C1C2Sc3[nH]c(=O)sc3C(c3ccccc3)C2C(=O)N1c1ccc(Cl)cc1 (configuration not stated)
    -13 | 5 | -14 | -53 | 0.8 | -2 | 6 | -2 | 85
> CC(=O)N1CCc2cc(S(=O)(=O)N3CCc4ccccc4C3)ccc21
    6 | 6 | 16 | -11 | 0.0 | 2 | 1 | -1 | 111
> CC(=O)c1ccc(OCC(O)CN2C(C)CCCC2C)cc1 (configuration not stated)
    -19 | 6 | 4 | 15 | 0.4 | / | -6 | 6 | 111
> Cn1c(CNc2ccccc2)nc2ccccc21
    -7 | -2 | 26 | 12 | -0.9 | -2 | -4 | 6 | /
> O=C(CN1CCCC1)Nc1ccc2c(c1)CCC2
    -23 | 1 | 17 | -2 | 1.4 | 1 | -5 | -2 | 107
> O=C(Nc1cc2c3c(c1)CC(=O)N3CCC2)c1ccc(F)cc1
    / | 0 | / | 19 | -1.7 | -3 | 5 | 9 | /
> CCC1C(=O)N=C(SCC(=O)Nc2ccc(Br)cn2)NC1=O (configuration not stated)
    -1 | -3 | 6 | 4 | 0.7 | -2 | 2 | 2 | 98
> O=C(COc1ncnc2cc([N+](=O)[O-])ccc12)NCc1ccc2c(c1)OCO2
    -2 | 8 | -4 | 12 | -1.8 | -1 | 7 | -3 | 108
> O=c1c2ccccc2nc(-c2ccccc2)n1/N=C/c1ccc([N+](=O)[O-])cc1
    3 | -5 | 8 | 2 | 0.3 | 0 | -4 | 5 | 98
> CCc1ccc2c(CC(=O)Nc3cccc(S(=O)(=O)N4CCOCC4)c3)coc2c1
    / | -3 | / | -4 | 0.1 | -3 | -3 | 5 | /
> CCOC(=O)c1c(C)n(S(=O)(=O)c2ccc(C)cc2)c2ccc(O)c(C(=O)O)c12
    5 | 2 | 28 | 10 | -0.9 | -6 | 3 | -7 | 100
> COc1ccc(-c2nc(CS(=O)CC(=O)NCCCN3CCCC(C)C3)c(C)o2)cc1OC (configuration not stated)
    -4 | 7 | 58 | 21 | -2.5 | -5 | -12 | -1 | 99
> CC(C)(C)C(=O)Nc1nnc(SCC(=O)NC2CCCCC2)s1
    -16 | 0 | 18 | -18 | 1.4 | -8 | 3 | 1 | 99
> Cc1nc(SCc2ccccc2)c(C(F)(F)F)c(=O)[nH]1
    14 | 1 | 3 | 7 | -1.3 | -1 | -5 | 1 | 98
> CC1CCCCC1NC(=O)COC(=O)c1ccccn1 (configuration not stated)
    -4 | 1 | 16 | 5 | 2.0 | -3 | 2 | 12 | 100
> CN(C(=O)C1CCC(=O)N(CCCN2CCCC2=O)C1)C(C1CC1)C1CC1 (configuration not stated)
    4 | 0 | 15 | 22 | 0.2 | 3 | 2 | 3 | 105
> O=C(CCCCCNC(=O)N1CCn2c1nc1ccccc12)NCc1ccc(Cl)cc1
    0 | 1 | 18 | -2 | 2.9 | 0 | -5 | 1 | 101
> CC1=C(C(=O)Nc2ccc(C)cc2)C(c2ccc(N(C)C)cc2)NC(=O)N1 (configuration not stated)
    6 | 0 | -13 | 3 | -1.5 | -4 | 3 | 5 | 99
> O=C(Nc1ccc(NC(=O)c2ccccc2F)cn1)c1ccco1
    4 | 0 | 37 | -3 | -0.2 | -10 | 6 | 2 | 102
> CCSC1=C(C#N)C2(CCCC2)C(C#N)=C(N)N1
    -14 | 4 | 16 | -10 | -1.8 | -2 | 14 | 1 | 109
> CCCCOc1ccccc1-c1cc(C(=O)O)[nH]n1
    2 | 2 | 11 | 1 | -1.4 | -4 | 5 | -7 | 105
> COc1ccc(/C=N/NC(=O)c2ccc(=O)n(C)c2)cc1OC
    -6 | -1 | 18 | 27 | 4.2 | 1 | 5 | 3 | 87
> Cc1cc(NC(=O)CCC(=O)N(C(C(=O)NC(C)(C)C)c2ccccc2Cl)C(C)(C)C)no1 (configuration not stated)
    -16 | 0 | 26 | -4 | -0.2 | -8 | 2 | 2 | 101
> S=C1SCN(CC2CC2)CN1CC1CC1
    -12 | 2 | 33 | -5 | -2.9 | -5 | 3 | 1 | 96
> CC(=O)NC(CC(=O)NCCc1ccccc1)c1ccccc1 (configuration not stated)
    6 | -1 | 17 | -2 | 0.9 | 2 | -7 | / | 105
> O=C(Nc1cnns1)Oc1ccccc1
    / | / | / | 12 | -0.5 | -3 | 7 | / | /
> CCOC(=O)c1c(-c2ccccc2)n(C)c2ccc(O)cc12
    8 | -1 | -12 | 12 | -0.5 | -2 | 7 | -6 | 100
> COc1ccccc1Oc1ccc2c(c1)C(=O)N(c1ccc(O)cc1)C2=O
    -3 | -2 | 10 | 15 | -1.1 | 0 | 3 | -2 | 106
> COc1cccc(NC(=O)NC2CCCCCCC2)c1
    -6 | 4 | 26 | -7 | -0.1 | -1 | -3 | 4 | 106

# Looked up above:
# IDE cell inh result of `CCCCOc1ccccc1-c1cc(C(=O)O)[nH]n1` is entered as -7
# CRFBP-R2 block result of `O=C(Nc1cnns1)Oc1ccccc1` is entered as 12
